Source: PubChem (several laboratories)
PP5 inh – blocks human protein phosphatase 5 activity | P53041 | purified PP5c, OMFP substrate fluorescence | inhibition, % at 6.7 µM | 320,000 compounds, 0.18% hits;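 active = inhibition above the campaign's mean inhibition across all tested compounds plus 3 SD, cut at about 9.5% in these data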;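 note: 0% = DMSO only and 100% = 100 µM cantharidin control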
Target sequence (P53041 whole entry, looked up): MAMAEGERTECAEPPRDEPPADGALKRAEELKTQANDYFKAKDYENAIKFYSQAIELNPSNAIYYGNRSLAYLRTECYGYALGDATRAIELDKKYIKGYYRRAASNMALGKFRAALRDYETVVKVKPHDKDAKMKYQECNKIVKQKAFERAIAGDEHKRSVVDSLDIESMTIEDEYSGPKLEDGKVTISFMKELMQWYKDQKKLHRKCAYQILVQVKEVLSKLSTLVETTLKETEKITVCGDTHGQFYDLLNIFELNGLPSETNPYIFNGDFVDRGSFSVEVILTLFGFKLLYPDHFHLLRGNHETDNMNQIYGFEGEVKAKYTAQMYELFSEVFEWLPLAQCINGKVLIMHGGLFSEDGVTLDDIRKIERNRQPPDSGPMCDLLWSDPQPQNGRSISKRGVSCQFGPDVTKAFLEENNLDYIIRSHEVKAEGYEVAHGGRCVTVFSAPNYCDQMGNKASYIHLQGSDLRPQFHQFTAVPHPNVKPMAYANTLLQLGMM
HCV core dimer – blocks dimerization of HCV core protein | TR-FRET GST/Flag-core106 dimerization, 1536-well | inhibition, % at 5 µM | 300,000 compounds, 0.33% hits | AID 1899;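 active = inhibition above the mean of all tested compounds plus 3 SD, set per screening campaign, cut at about 45% in these data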
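Test system: GST/Flag-tagged HCV core106 proteins; Medium: KF-containing HEPES buffer, pH 7.45, DTT, CHAPS, BSA; Times: compound-protein-antibody incubation 4 h at 22.5 °C; Detection: TR-FRET 671 and 617 nm emission; Benchmarks: wells lacking GST-core106 and wells with excess unlabelled core106.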
PP1 counter – counter-screen for PP5 inhibitors: inhibitors of human PP1-alpha; P62136; purified PP1alpha, OMFP fluorescence; inhibition, % at 6.7 µM; 320,000 compounds, 0.9% hits; AID 2235;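 active = inhibition above the mean inhibition of all tested compounds plus 3 SD, computed separately for each screening campaign, cut at about 15% in these data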
VLA-4 inh – inhibition in a human VLA-4 binding assay | P13612 | VLA-4 expressing cells, ligand binding flow cytometry | inhibition, % (about 7 µM as worked out from the volumes in the protocol) | 330,000 compounds, 0.2% hits | AID 2557; in the data active = inhibition above about 50%
proCasp3 act – procaspase-3 (human) activation | P42574 | recombinant procaspase-3 D3A, Ac-DEVD-pNA absorbance 405 nm | activation, % at 8.5 µM | 330,000 compounds, 0.11% hits | AID 463141;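 active = activation above the mean of all tested compounds plus 3 SD, cut at about 21% in these data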;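 note: 0% = DMSO alone and 100% = DMSO wells spiked with extra 5 µM PC-3 D3A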
Target sequence (P42574 whole entry D9A/D28A/D175A): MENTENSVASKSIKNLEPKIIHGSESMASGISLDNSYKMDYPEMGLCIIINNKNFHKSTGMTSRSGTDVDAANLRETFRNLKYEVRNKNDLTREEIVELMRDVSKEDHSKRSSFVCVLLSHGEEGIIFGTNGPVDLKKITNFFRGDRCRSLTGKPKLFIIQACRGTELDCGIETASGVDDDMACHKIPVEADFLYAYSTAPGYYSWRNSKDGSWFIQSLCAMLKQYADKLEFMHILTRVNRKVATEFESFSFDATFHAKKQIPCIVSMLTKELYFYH
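Assay system: Autoprocessing-dead procaspase-3 D3A mutant enzyme; also added: Ac-DEVD-pNA; doses: one concentration, 8.5 µM nominal, 0.8% DMSO; times: 1 h compound preincubation, 2 h substrate hydrolysis at 25 °C; technique: 405 nm absorbance of p-nitroaniline, reads at 0 and 120 min; measure: % activation between DMSO and enzyme-spiked controls; repeats: single replicate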
procasp7 counter – counter-screen for procaspase-3 activators: activators of human procaspase-7 | P55210 | recombinant procaspase-7, Ac-DEVD-pNA absorbance 405 nm; D23A/D198A/D206A triple mutant, cannot self-cleave; scale: DMSO 0, 5 µM enzyme 100 | activation, % at 8.5 µM | 330,000 compounds, 0.093% hits | AID 463210;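 active = percent activation above the screen-wide mean plus 3 SD, cut at about 25% in these data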
Target sequence (P55210 whole entry D23A/D198A/D206A): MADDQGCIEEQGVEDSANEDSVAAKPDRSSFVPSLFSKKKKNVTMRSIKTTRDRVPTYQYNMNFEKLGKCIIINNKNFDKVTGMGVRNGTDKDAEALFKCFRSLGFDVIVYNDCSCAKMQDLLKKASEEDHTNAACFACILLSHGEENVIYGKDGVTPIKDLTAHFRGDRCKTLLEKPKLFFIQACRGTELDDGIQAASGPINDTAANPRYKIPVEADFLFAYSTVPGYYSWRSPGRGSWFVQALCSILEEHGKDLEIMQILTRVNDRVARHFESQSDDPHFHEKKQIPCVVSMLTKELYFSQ
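Assay system: Uncleavable procaspase-7 mutant enzyme; Input: 2 µM procaspase-7 mutant as dispensed; Also added: DEVD-pNA substrate; Medium: Zinc-free HEPES pH 7.4 with 300 mM NaCl, 0.01% Triton X-100; Timing: 1 h compound preincubation, 2 h substrate cleavage, 25 °C; Measured by: Epi-absorbance of released pNA at 405 nm, two timepoints.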
GRK2 aptamer HTS – inhibitors of human GRK2 displacing RNA aptamer; bead flow cytometry, FAM-aptamer displacement from GRK2; AID 488847; P25098; inhibition of aptamer binding, % at 10 µM; 330,000 compounds, 0.59% hits;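 active = inhibition of aptamer binding above 40%, roughly 3 SD of noise, on plates passing a quality check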;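 note: median bead fluorescence of bound FAM aptamer so fluorescent compounds give negative values; no value below 0 was filed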
CTSL1 counter – counter-screen for PFM18AAP inhibitors: inhibitors of F. hepatica cathepsin L1 | AID 1906 | recombinant F. hepatica cathepsin L1, Z-Leu-Arg-MCA fluorescence | 300,000 compounds, 0.49% hits | inhibition, % at 5.96 µM;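 active = inhibition above the mean of all tested compounds plus 3 SD, set per screening campaign, cut at about 17% in these data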;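 note: 0% = plate median of test compound wells and 100% = 1 µM Z-Phe-Ala-diazomethylketone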
JMJD2C inh – blocks human GASC-1 demethylase activity. Q9H3R0. GST-JMJD2C(1-420) H3K9me3 demethylation, DELFIA europium. inhibition, % at 2.35 µM. 330,000 compounds, 0.069% hits. AID 2099;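 active = more than half of a compound's replicate wells show inhibition beyond 50%, single wells judged on their own value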;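 note: signal counts dimethyl H3K9 product captured on neutravidin plate; 0% = median of DMSO wells and 100% = 0.3 times that DMSO median; strong numbers were not always called active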
* marks the source's active call; other numbers are inactive results; . = not tested or not shown.

SMILES	PP5 inh	HCV core dimer	PP1 counter	VLA-4 inh	proCasp3 act	procasp7 counter	GRK2 aptamer HTS	CTSL1 counter	JMJD2C inh
CCOC(=O)c1ccc(/C=C2\c3ccccc3C(=O)N2c2ccccc2)cc1F	.	.	.	1	3	19	0	.	29
COc1cc(/C=C(\C#N)C(=O)Nc2ccc3c(c2)OCCO3)ccc1O	-1.1	-6	-2	1	-16	-6	0	8	16
Cc1cc(C(=O)N2CCN(c3cc(Cl)ccc3C)CC2)on1	2.0	8	-2	-10	2	6	0	0	14
CC1(C)C(=O)N(c2ccccc2)C1c1ccccc1O (centres undefined)	2.0	-8	-2	24	-10	3	0	-5	6
Cc1ccc(C(=O)Nc2nc3ccccc3n2CCN2CCCC2)cc1	2.5	4	-4	13	1	7	0	5	-41
Cn1cccc1CC(=O)NNC(=O)Nc1ccccc1F	1.9	.	-3	25	-2	-7	0	.	12
CC(=O)N1c2ccc(S(=O)(=O)N3CCC(C(=O)NCc4ccccc4)CC3)cc2CC1C (centres undefined)	-0.4	5	-4	-3	3	14	0	1	4
COc1c2c(nc3ccccc13)OC(C(C)(O)COC(C)=O)C2 (centres undefined)	2.1	2	-2	-6	1	3	0	-3	9
COc1ccc(C(=O)NCC(c2cccs2)N2CCc3ccccc32)c(OC)c1 (centres undefined)	3.1	5	-2	-2	-1	11	1	0	122
Cc1ccc(NC(=O)CN2C(=O)N/C(=C/c3ccco3)C2=O)cc1	-0.2	53*	3	3	3	0	3	2	-9
OCCSc1nc(N2CCOCC2)nc(N2CCOCC2)n1	-0.2	2	2	9	8	2	40	2	22
O=C(CC12CC3CC(CC(Br)(C3)C1)C2)OCCN1CCCCC1	-0.5	-1	2	-4	-5	9	0	1	27
COc1cc2c(cc1OC)CN(C(=O)CN1CCN(S(=O)(=O)c3ccccc3)CC1)CC2	2.8	5	2	-1	-2	-1	0	0	4
Cn1c2c(c(=O)n(C)c1=O)NC1(N2)C(=O)Nc2ccccc21 (centres undefined)	3.3	6	1	2	5	1	5	1	-8
Cc1ccc(C)c(N2CCN(C(=O)C3CCCN(S(=O)(=O)c4c(C)noc4C)C3)CC2)c1 (centres undefined)	1.1	6	0	8	1	-2	0	3	.
CCCCCCSc1ccc([C@H]2N[C@@](Cc3ccccc3)(C(=O)OC)[C@H]3C(=O)N(C)C(=O)[C@@H]23)cc1OC	1.1	6	-1	-6	8	-8	1	4	13
Cc1c(N=C2Nc3cccc4cccc2c34)c(=O)n(-c2ccccc2)n1C	0.6	-22	-3	-8	-2	7	0	2	-4
COc1cnc(-c2ccccc2)nc1Sc1ccccc1	1.0	-4	-8	0	12	2	0	3	2
CCc1cc2c(=O)n(N)c(CCC(=O)O)nc2s1	2.0	-8	-2	0	4	7	3	-1	-5
O=Cc1c(Cl)nc2ccccn2c1=O	-0.6	2	-3	-1	-6	1	0	0	-40
O=C(C[n+]1ccn(-c2ccccc2)c1)c1ccc([N+](=O)[O-])cc1	0.3	1	3	-2	8	10	1	-5	-7
NS(=O)(=O)c1ccc(CCNC(=O)c2cnc(Cl)c(Cl)c2)cc1	0.4	6	-7	1	4	-6	2	2	-7
Cc1ccc(N2C(=N)SCC2=O)cc1Cl	4.5	-11	1	-19	2	8	0	-1	4
C=CCC[C@H](Cc1ccc(F)cc1)C(=O)OC[C@H](C)NC(=O)[C@H](CC=C)CC(=O)NCCO	.	.	.	5	4	4	0	.	-2
COc1ccc(-c2csc(C)n2)cc1Br	0.1	-2	6	-4	-8	5	0	-1	-9
O=C(NC1CCCC1)c1cccnc1N1CCCCCC1	1.8	-10	-1	-3	3	14	1	-1	7
CSc1ccccc1NC(=O)CCc1ccccc1	-1.3	1	-3	0	10	11	5	-3	0
CN(CC(=O)NC1CC(C)(C)NC(C)(C)C1)S(=O)(=O)c1ccc(Br)cc1	1.7	10	1	7	2	3	4	0	-10
N#C/C(=C\c1cn(-c2ccccc2)nc1-c1ccccc1)S(=O)(=O)c1ccccc1	-1.4	2	-1	-2	3	2	2	-2	-3
COCCn1c(=S)[nH]c2ccccc21	3.1	-4	-4	19	-1	11	0	1	1
O/N=C(\c1ccccc1)c1nccc2ccccc12	2.7	3	-2	6	-1	3	0	7	2
CC1(C)CC(=O)C=C(NCCCN2CCCC2=O)C1	-3.1	-5	1	-9	2	3	0	7	22
CC(=O)C1=C(C)NC(=O)NC1c1ccc(Cl)cc1 (centres undefined)	-0.8	-8	-2	8	-3	3	0	3	-10
O=c1oc2ccccc2c(O)c1CN1CCCCC1	0.2	-1	2	6	-5	12	0	4	-16
CCOc1ccc(S(=O)(=O)N2CCN(C(=O)c3cc([N+](=O)[O-])ccc3N3CCOCC3)CC2)cc1	2.3	.	0	0	-3	4	0	.	5
Cc1ccc(-c2csc(N3CCC[C@@H]3C(=O)NCCn3c(-c4ccncc4)nc4ccccc43)n2)cc1	2.9	10	-6	4	6	7	0	-1	2
Cc1ccccc1CSc1nnc(C)c(=O)[nH]1	0.8	-5	-4	37	4	1	0	-4	34
COc1ccc(OC)c(CN2CCN(C(=O)[C@@H](NC(=O)c3cccc(C)c3)C(C)C)CC2)c1	0.6	.	-2	-4	5	1	1	.	-2
CSc1nsc(SCC(=O)N2CCN(c3ccccc3)CC2)n1	3.0	15	8	-11	-7	-6	0	-5	-6
Cc1ccc(NC(=O)Cc2nnc(SCC(=O)c3ccc(Br)cc3)n2C)cc1	5.2	0	-2	10	-10	-7	0	-7	3
CCCCN(C)CCCNC(=O)c1cc(-c2cccnc2)nc2ccccc12	-1.3	5	-4	4	4	4	0	0	-2
NNC(=O)CNC(c1ccccc1)c1cc(Cl)ccc1NC(=O)c1ccccc1 (centres undefined)	0.6	7	9	6	-1	11	2	-9	17
Cc1ccc(OCC(=O)c2c[nH]c3ccccc23)c([N+](=O)[O-])n1	-1.9	12	0	-5	-21	-28	0	-2	-9
O=c1[nH]c(C(Cl)(Cl)Cl)nc2ccc3ccccc3c12	0.7	-3	4	-4	-5	-1	0	-5	2
COc1ccc(CCNc2nc(C)cc(=O)[nH]2)cc1OC	2.5	-3	-3	-6	13	1	2	3	-3
COc1cc(/C=N/NC(=O)CCc2n[nH]c(=O)[nH]c2=O)ccc1O	2.7	-3	-2	6	-8	1	0	3	4
CCn1c(CSc2nnc(-c3ccncc3)n2CCOC)nc2cc(C(=O)O)ccc21	-1.0	3	-2	-1	4	10	3	2	7
O=C(CCC(=O)c1cccs1)NNC(=O)c1cccc(Cl)c1	-0.3	0	-1	1	-5	7	0	-35	20
CCCCc1ccc(NC(=O)CN(C)CC(=O)Nc2ccccc2Cl)cc1	5.7	1	11	10	-5	0	3	-1	20
C/C(=N\NC(=O)CN(c1ccc(Oc2ccccc2)cc1)S(C)(=O)=O)C(C)(C)C	4.3	5	-3	3	3	14	2	4	-5
COc1cc(OC)cc(-c2nc(=S)n3ccsc3n2)c1	0.6	-1	1	-3	-3	-1	0	-1	0
CC(=O)NC1C(OC(=O)/C=C/c2ccccc2)OC(COC(C)=O)C(OC(C)=O)C1OC(C)=O (centres undefined)	-1.0	-7	-2	9	1	1	0	-2	5
Cc1cccc(C)c1NC(=O)COC(=O)CSc1nnc(N)s1	1.4	0	1	5	1	-1	0	-8	10
O=C(NN1CCOCC1)NC12CC3CC(CC(C3)C1)C2	-0.7	-2	-4	-3	-3	4	0	-3	6
COc1ccc(N2CCN(C(CNC(=O)C(=O)NCCCn3ccnc3)c3cccnc3)CC2)cc1 (centres undefined)	-1.1	5	-6	8	11	-3	0	-5	-5
COc1ccc(OC)c(NC(=O)C2CCCN2C(=O)NC2CCCCC2)c1 (centres undefined)	3.6	1	-2	-10	0	6	1	-6	-1
O=C(CCS(=O)(=O)c1ccc(F)cc1)N1CCN(c2ccccc2)CC1	1.0	3	-6	2	7	5	0	1	2
NC(=O)CSc1nc2c(sc3ccccc32)c(=O)n1CCCC(=O)NCC1CCCO1 (centres undefined)	0.0	2	3	6	8	0	0	2	3
Cc1ccc(C)c(NC(=O)COC(=O)c2cccc(S(=O)(=O)N3CCCCC3)c2)c1	0.8	4	-4	-11	10	4	0	-6	7
Nc1nonc1/C(=N/O)N1CCCC1	1.3	3	0	15	-8	2	1	-5	2

An excerpt from above in order of the GRK2 aptamer HTS value, falling:
| SMILES | PP5 inh | HCV core dimer | VLA-4 inh | proCasp3 act | GRK2 aptamer HTS | JMJD2C inh |
| --- | --- | --- | --- | --- | --- | --- |
| CCn1c(CSc2nnc(-c3ccncc3)n2CCOC)nc2cc(C(=O)O)ccc21 | -1.0 | 3 | -1 | 4 | 3 | 7 |
| COc1ccc(OC)c(NC(=O)C2CCCN2C(=O)NC2CCCCC2)c1 (centres undefined) | 3.6 | 1 | -10 | 0 | 1 | -1 |
| O=C(NN1CCOCC1)NC12CC3CC(CC(C3)C1)C2 | -0.7 | -2 | -3 | -3 | 0 | 6 |

Next part:
SMILES	PP5 inh	HCV core dimer	PP1 counter	VLA-4 inh	proCasp3 act	procasp7 counter	GRK2 aptamer HTS	CTSL1 counter	JMJD2C inh
COc1ccc(N2C(=O)C3C4C=CC(C5CC45)C3C2=O)c([N+](=O)[O-])c1 (centres undefined)	2.1	9	-6	3	-2	10	4	5	4
CC(C)C(=O)NNc1ccc(C(F)(F)F)cn1	-2.0	0	-3	1	-4	4	0	-1	-14
Cc1cc(OCC(=O)Nc2cc(-c3nn4c(C)nnc4s3)ccc2C)ccc1Cl	3.4	33	-4	-4	1	11	0	2	-2
CCCCNCCCCOc1ccccc1	2.7	0	-7	16	-6	4	0	0	-8
O=C(COc1ccccc1)NS(=O)(=O)c1ccc(Cl)cc1	0.7	-14	-2	14	8	8	0	3	.
O=C(COc1ccc(S(=O)(=O)N2CCCC2)cc1)Nc1ccc2c(c1)OCCO2	3.7	6	1	5	2	-1	0	1	-6
Fc1ccc(NC(=S)Nc2cc(-c3ccccc3)[nH]n2)cc1Cl	2.0	-1	1	1	-9	-16	2	1	-16
Cc1ccc(Nc2nc(N)c([N+](=O)[O-])c(N3CCOCC3)n2)cc1C	3.4	6	2	4	1	-10	0	2	-6
O=C(Nc1ncc(Cc2ccc(Cl)cc2Cl)s1)c1ccc([N+](=O)[O-])cc1	0.1	0	2	10	4	3	0	3	8
O=C(COC(=O)c1cccc(Cl)c1)Nc1cccc(S(=O)(=O)NC2=NCCC2)c1	.	.	.	-3	-2	2	0	.	6

Record cards, as listed above. Order of screens: PP5 inh, HCV core dimer, PP1 counter, VLA-4 inh, proCasp3 act, procasp7 counter, GRK2 aptamer HTS, CTSL1 counter, JMJD2C inh
Record of `Cc1ccc(Nc2nc(N)c([N+](=O)[O-])c(N3CCOCC3)n2)cc1C` → 3.4, 6, 2, 4, 1, -10, 0, 2, -6
Record of `Cc1cc(OCC(=O)Nc2cc(-c3nn4c(C)nnc4s3)ccc2C)ccc1Cl` → 3.4, 33, -4, -4, 1, 11, 0, 2, -2
Record of `O=C(COc1ccccc1)NS(=O)(=O)c1ccc(Cl)cc1` → 0.7, -14, -2, 14, 8, 8, 0, 3, .
